AHR act: AHR activators, primary screen, cell-based, luminescence, luciferase reporter, human. AHR-responsive luciferase reporter cells. activation, % at 5 µM. 2.5% of 320,000 active; in the data active = activation above about 47%;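 also: 0% = vehicle wells and 100% = reference agonist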
Target sequence (P35869 whole entry, looked up): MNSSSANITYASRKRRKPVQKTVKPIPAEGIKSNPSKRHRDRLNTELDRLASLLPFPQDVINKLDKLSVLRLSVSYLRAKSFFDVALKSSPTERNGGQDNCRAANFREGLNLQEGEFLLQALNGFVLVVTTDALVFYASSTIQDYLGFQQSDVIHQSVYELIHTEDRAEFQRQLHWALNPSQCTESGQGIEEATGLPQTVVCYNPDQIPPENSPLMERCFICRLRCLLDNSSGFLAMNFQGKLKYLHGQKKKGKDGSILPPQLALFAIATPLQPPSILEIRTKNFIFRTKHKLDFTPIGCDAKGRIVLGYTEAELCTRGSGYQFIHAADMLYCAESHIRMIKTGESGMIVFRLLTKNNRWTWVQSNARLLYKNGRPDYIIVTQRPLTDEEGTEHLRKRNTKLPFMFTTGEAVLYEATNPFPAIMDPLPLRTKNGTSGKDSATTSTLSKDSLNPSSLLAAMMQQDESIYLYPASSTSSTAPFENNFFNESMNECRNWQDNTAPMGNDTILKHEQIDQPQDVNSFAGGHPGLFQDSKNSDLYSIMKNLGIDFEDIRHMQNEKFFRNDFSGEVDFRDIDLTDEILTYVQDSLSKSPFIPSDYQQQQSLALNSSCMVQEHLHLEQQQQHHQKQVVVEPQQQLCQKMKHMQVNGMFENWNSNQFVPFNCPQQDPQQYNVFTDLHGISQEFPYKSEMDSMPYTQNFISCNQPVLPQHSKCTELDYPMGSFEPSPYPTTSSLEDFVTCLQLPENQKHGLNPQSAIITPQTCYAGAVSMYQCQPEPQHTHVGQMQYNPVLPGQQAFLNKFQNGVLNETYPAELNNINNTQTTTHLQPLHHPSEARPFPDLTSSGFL
CIT2-GFP yeast: modulators of CIT2-GFP expression in yeast, primary screen, S. cerevisiae, GFP fusion, multiplex flow cytometry, MLPCN library; S. cerevisiae CIT2-GFP strain, 3 h; 100 means same as DMSO wells; GFP response vs DMSO, % at 10 µM; 0.065% of 320,000 active;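 active = GFP response relative to DMSO above a set limit, near the screen mean plus 3 SD, cut at about 150% in these data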;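 also: ratio of well median GFP fluorescence to mean of DMSO wells on the plate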
MEP2 TOR yeast: modulators of MEP2-GFP levels in yeast, primary screen, S. cerevisiae, multiplex flow cytometry, MLPCN library. S. cerevisiae MEP2-GFP strain, 3 h; 100% = DMSO control level. GFP response vs DMSO, % at 10 µM. 0.51% of 330,000 active. AID 2016, 2009;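 active = GFP response versus DMSO above a set limit, roughly screen mean plus 3 SD, cut at about 180% in these data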;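 also: median GFP fluorescence of the barcode-gated MEP2-GFP cells per well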
AGP1-GFP MLPCN: modulators of AGP1-GFP expression in yeast TOR pathway, primary screen, cell-based, multiplex flow cytometry, S. cerevisiae, MLPCN library; GFP response vs DMSO, % at 10 µM; 0.02% of 320,000 active; 3 h; GFP as percent of DMSO wells;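 active = GFP response relative to DMSO above a set limit, near screen average plus 3 SD, cut at about 150% in these data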;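 also: median GFP channel fluorescence of the gated AGP1 strain per well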
CR mimetic SO: reduction of superoxide in aged yeast, primary screen, HTS | S. cerevisiae aged cells, superoxide DHE fluorescence; active compounds read low | superoxide response (% of plate mean), % at 10 µM | 0.18% of 330,000 active;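 active = superoxide response under a set limit, about three screen SD below normal, cut at about 65% in these data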;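 also: yeast aged for seven days with compound at 30 °C before DHE staining; 100% = average MFI of all compound-treated wells on the plate with controls excluded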
RPL19A TOR yeast: RPL19A-GFP expression modulators in yeast, primary screen, cell-based, S. cerevisiae, multiplex flow cytometry, MLPCN; 0.3% of 330,000 active; AID 2025, 2009; percent response vs DMSO, % at 10 µM; S. cerevisiae RPL19A-GFP strain, 3 h; active compounds read low;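 active = percent response vs DMSO below 50%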;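 also: median channel GFP fluorescence of the barcoded RPL19A-GFP strain; ratio of sample median GFP to plate DMSO average so 100% = DMSO; lower means less RPL19A-GFP as with rapamycin TOR inhibition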
Efflux pump mplx: inhibitors of Candida efflux pumps in yeast, primary screen, S. cerevisiae, Nile Red, multiplex. S. cerevisiae Candida pump triplex. inhibition, % at 10 µM. 0.44% of 330,000 active;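 active = plate passing quality check with inhibition over a set limit, or well fluorescence over plate mean plus 4 SD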;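 also: Nile Red retained in pooled yeast measured as flow cytometry median fluorescence; 0% = buffer negative control and 100% = Enniatin B positive control; higher means more Nile Red kept so more efflux inhibition; some compounds called inactive have numbers as strong as hits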
LAP4-GFP MLPCN: modulators of LAP4-GFP expression in yeast, primary screen, S. cerevisiae, multiplex flow cytometry, MLPCN library; 3 h; median GFP as percent of DMSO wells; GFP response vs DMSO, % at 10 µM; 0.34% of 320,000 active;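 active = GFP response vs DMSO above a set limit, about the screen mean plus 3 SD, cut at about 150% in these data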
Active calls of the source: *; · = no result given. An unsorted share of the library; 3.9% or so of the library scored in one or more.

SMILES	AHR act	CIT2-GFP yeast	MEP2 TOR yeast	AGP1-GFP MLPCN	CR mimetic SO	RPL19A TOR yeast	Efflux pump mplx	LAP4-GFP MLPCN
Cc1cc(NS(=O)(=O)c2ccc(NC(=O)N[C@H](C(=O)O)C(C)C)cc2)no1	1	117	112	111	101	103	-0.1	99
Fc1ccccc1Cc1ccc(Cl)nn1	0	·	93	101	97	99	-0.1	96
COc1cc2c(cc1OC)C(/C(C#N)=N\O)=NC(C)(C)C2	0	65	94	72	126	106	0.0	86
O=C(Nc1c(C(=O)N2CCC(N3CCCCC3)CC2)oc2ccccc12)c1ccc(F)cc1	-6	98	107	102	110	98	0.0	103
COc1ccc(C2C(C(=O)Nc3ccccn3)=C(C)Nc3ncnn32)c(OC)c1 (configuration not stated)	6	97	101	101	97	100	-0.3	98
Nc1nnc(SCCCC(=O)c2ccc(Br)cc2)s1	9	104	105	98	95	105	0.6	92
N#CC1(CCCN2CCCCC2)c2ccccc2CCc2ccccc21	-1	105	118	105	93	102	-0.1	113
CC(=O)Nc1ccc(NC(=O)Cc2sc(C)nc2-c2ccc(C)cc2)cc1	-3	100	100	109	100	102	-0.1	99
O=C(CN1CCOCC1)N/N=C/c1ccco1	14	97	103	100	106	96	0.2	102
Cc1cccc(N2CCN(C(=O)C3CCN(S(=O)(=O)c4cccc5nsnc45)CC3)CC2C)c1 (configuration not stated)	2	99	96	102	111	97	0.0	100
CC1CC(C#N)N(N(C)C)C1=C(C#N)C#N (configuration not stated)	0	104	102	114	105	104	0.1	113
Cn1c(CCNC(=O)C(C)(C)C)nc2ccccc21	0	102	105	100	103	99	-0.1	106
COc1ccc(CN(C(=O)c2nsc(Cl)c2Cl)C(C(=O)NC2CCCC2)c2ccc(C)cc2)cc1 (configuration not stated)	6	99	105	92	95	100	0.7	96
O=C(N/N=C/c1cc([N+](=O)[O-])ccc1O)c1cc(-c2ccccc2)nc2ccccc12	0	95	100	89	87	100	-0.3	90
O=C(CSc1nnc(Cc2ccccc2)o1)NCCN1C(=O)CSC1=O	-1	97	102	98	91	97	0.1	97
COc1ccc(NC2SC(=O)N(C)C2=O)cc1 (configuration not stated)	2	101	112	103	99	109	0.2	100
CC(NCc1ccc2c(c1)OCO2)c1ccccc1 (configuration not stated)	0	98	115	99	103	105	-0.1	98
CCCCN(C(=O)c1c(CC)noc1C)c1c(N)n(CC(C)C)c(=O)[nH]c1=O	-2	91	99	94	102	102	0.2	101
CCCn1c(=O)c2c(nc3n2CCCN3CCc2ccccc2)n(C)c1=O	6	92	109	94	93	99	0.1	109
Cc1c(Cl)cccc1NC(=S)N(CCN(C)C)C(C)c1ccccn1 (configuration not stated)	0	107	99	110	93	98	-0.1	108
COc1ccccc1CNC(=O)/C=C/C(=O)O	1	98	116	102	115	107	0.3	101
Cc1ccc(NC(=O)C(OC(=O)c2cc(C)oc2C)c2ccccc2)cc1 (configuration not stated)	1	119	133	117	100	91	0.1	123
O=C(Cc1ccc(S(=O)(=O)N2CCOCC2)s1)Nc1ccccc1Br	1	107	97	98	82	94	0.0	107
O=C(CN1CCCCCC1)Nc1ccc([N+](=O)[O-])cc1Br	-1	94	103	102	112	102	-0.1	94

A section taken from the entries so far, for reference:
SMILES	AHR act	CIT2-GFP yeast	MEP2 TOR yeast	AGP1-GFP MLPCN	CR mimetic SO	RPL19A TOR yeast	Efflux pump mplx	LAP4-GFP MLPCN
Cn1c(CCNC(=O)C(C)(C)C)nc2ccccc21	0	102	105	100	103	99	-0.1	106
COc1ccc(CN(C(=O)c2nsc(Cl)c2Cl)C(C(=O)NC2CCCC2)c2ccc(C)cc2)cc1 (configuration not stated)	6	99	105	92	95	100	0.7	96

(listing goes on)
SMILES	AHR act	CIT2-GFP yeast	MEP2 TOR yeast	AGP1-GFP MLPCN	CR mimetic SO	RPL19A TOR yeast	Efflux pump mplx	LAP4-GFP MLPCN
CCC(=O)N1c2ccccc2C(N(C(C)=O)c2ccccc2)CC1C (configuration not stated)	0	94	104	102	101	100	0.0	102
Cc1ccc2oc(=O)c3cnn(CC(=O)N4CCc5ccccc5C4)c3c2c1	1	101	101	106	101	100	-0.2	104
S=C1NCN(C2CCCCC2)CN1CCc1ccccc1	0	87	99	104	69	95	0.0	116
CCn1c(SCC(=O)N/N=C/c2ccc(OC)c(OC)c2)nc2ccccc21	26	98	101	103	88	99	-0.1	96
COc1ccc(C(=O)OCC(=O)Nc2ccc3[nH]c(=O)[nH]c3c2)cc1	1	114	107	109	102	103	0.2	114
Cn1c(SCC(=O)N/N=C/c2ccco2)nc2ccccc21	8	97	95	104	85	96	-0.2	104
COc1ccc2c(=O)c(N3C(=O)c4ccccc4C3=O)c(C)oc2c1	5	95	97	96	103	98	-0.1	108
C=CCn1c(SCC(=O)NCc2ccco2)nc2ccccc2c1=O	2	99	99	108	107	101	0.0	104
CCn1cc(SCC(=O)N2CCc3ccccc32)c2ccccc21	9	108	95	101	95	101	-0.1	130
O=C(c1cc(COc2ccc(F)c(F)c2)on1)N1CCN(C2CCCCC2)C(=O)C1	0	92	106	88	115	95	0.2	89
COc1ccc(CCC(C)N2CCOCC2)cc1 (configuration not stated)	-1	104	111	99	106	104	-0.1	92
COc1cc2c(cc1OC)C(COc1ccccc1OC)N(C(=O)C(C)(C)C)CC2 (configuration not stated)	4	105	105	101	99	101	-0.1	97
CCCCS/C(=C(/C#N)C(N)=O)c1cc2c([nH]1)CCCC2	21	97	99	94	91	97	0.0	98
COc1cccc(C=Nc2ccccc2C#N)c1O	4	102	100	95	97	100	-0.3	86
CN(CC(=O)Nc1ccc(F)cc1)C(=O)c1cccc(NS(=O)(=O)c2ccccc2)c1	1	99	100	99	92	97	-0.3	103
COc1cccc(-n2c(CN3CCN(c4ccccn4)CC3)nc3ccc([N+](=O)[O-])cc3c2=O)c1	18	77	92	107	93	101	0.0	100
Cc1ccccc1-c1cc(C(=O)Nc2sc(C(=O)OC(C)C)c(C)c2C#N)c2ccccc2n1	7	96	103	101	104	97	-0.2	106
Nc1ncnc(SCc2c(F)cccc2Cl)n1	-2	96	98	99	106	98	0.2	95
CC1CCc2c(sc(NC(=O)CCc3nc4ccccc4c(=O)[nH]3)c2C#N)C1 (configuration not stated)	-1	96	109	106	113	101	0.0	108
O=C(CCCCC(=O)NNC(=O)COc1ccccc1)NNC(=O)COc1ccccc1	-1	99	94	105	97	99	0.1	95
Cc1ccc2[nH]c(=O)c(CN(C(=O)c3cccs3)c3ccccc3)cc2c1	17	99	102	102	113	100	0.2	90
CSc1ccccc1C(=O)NCCSC(C)(C)C	2	94	108	107	98	105	-0.2	104
C/C(=N\NC(=O)c1cc(C)nc2ccccc12)c1ccco1	6	105	102	103	102	98	0.1	102
CCOc1ccc(NC(=O)Nc2ccc(Cc3ccncc3)cc2)cc1	-1	94	105	102	111	97	0.1	98

A different layout for some results above:
smiles | AHR act | CIT2-GFP yeast | MEP2 TOR yeast | AGP1-GFP MLPCN | CR mimetic SO | RPL19A TOR yeast | Efflux pump mplx | LAP4-GFP MLPCN
C=CCn1c(SCC(=O)NCc2ccco2)nc2ccccc2c1=O | 2 | 99 | 99 | 108 | 107 | 101 | 0.0 | 104
CCn1cc(SCC(=O)N2CCc3ccccc32)c2ccccc21 | 9 | 108 | 95 | 101 | 95 | 101 | -0.1 | 130
O=C(c1cc(COc2ccc(F)c(F)c2)on1)N1CCN(C2CCCCC2)C(=O)C1 | 0 | 92 | 106 | 88 | 115 | 95 | 0.2 | 89
COc1ccc(CCC(C)N2CCOCC2)cc1 (configuration not stated) | -1 | 104 | 111 | 99 | 106 | 104 | -0.1 | 92
COc1cc2c(cc1OC)C(COc1ccccc1OC)N(C(=O)C(C)(C)C)CC2 (configuration not stated) | 4 | 105 | 105 | 101 | 99 | 101 | -0.1 | 97
CCCCS/C(=C(/C#N)C(N)=O)c1cc2c([nH]1)CCCC2 | 21 | 97 | 99 | 94 | 91 | 97 | 0.0 | 98
COc1cccc(C=Nc2ccccc2C#N)c1O | 4 | 102 | 100 | 95 | 97 | 100 | -0.3 | 86
CN(CC(=O)Nc1ccc(F)cc1)C(=O)c1cccc(NS(=O)(=O)c2ccccc2)c1 | 1 | 99 | 100 | 99 | 92 | 97 | -0.3 | 103
COc1cccc(-n2c(CN3CCN(c4ccccn4)CC3)nc3ccc([N+](=O)[O-])cc3c2=O)c1 | 18 | 77 | 92 | 107 | 93 | 101 | 0.0 | 100
Cc1ccccc1-c1cc(C(=O)Nc2sc(C(=O)OC(C)C)c(C)c2C#N)c2ccccc2n1 | 7 | 96 | 103 | 101 | 104 | 97 | -0.2 | 106
Nc1ncnc(SCc2c(F)cccc2Cl)n1 | -2 | 96 | 98 | 99 | 106 | 98 | 0.2 | 95
CC1CCc2c(sc(NC(=O)CCc3nc4ccccc4c(=O)[nH]3)c2C#N)C1 (configuration not stated) | -1 | 96 | 109 | 106 | 113 | 101 | 0.0 | 108
O=C(CCCCC(=O)NNC(=O)COc1ccccc1)NNC(=O)COc1ccccc1 | -1 | 99 | 94 | 105 | 97 | 99 | 0.1 | 95
Cc1ccc2[nH]c(=O)c(CN(C(=O)c3cccs3)c3ccccc3)cc2c1 | 17 | 99 | 102 | 102 | 113 | 100 | 0.2 | 90

(continued)
SMILES	AHR act	CIT2-GFP yeast	MEP2 TOR yeast	AGP1-GFP MLPCN	CR mimetic SO	RPL19A TOR yeast	Efflux pump mplx	LAP4-GFP MLPCN
Cc1nc(Nc2cccc(O)c2)c2c3c(sc2n1)CCC3	16	88	99	101	106	97	0.1	111
CC1(C)CC(=O)C(C(=S)Nc2ccccc2)=C(NC2CC(C)(C)NC(C)(C)C2)C1	-1	92	103	91	90	91	0.1	96
CCCCSCCCNC(=O)Nc1ccc(C)c(C)c1	3	93	96	90	100	95	0.1	95
NCCC(=O)N1c2ccccc2Sc2ccc(Cl)cc21	-3	100	103	100	104	101	0.0	95
O=C(N/N=C/c1ccc(O)cc1)c1csc2c1CCCC2	2	87	92	90	106	94	0.0	90
CCOc1cc(C(=O)Nc2ccc(F)cc2)cc(Br)c1OC	16	106	103	99	114	109	0.0	90
CCc1ccc(NC(=O)C(=O)N/N=C(\C)CC(=O)Nc2ccc(OC)cc2)cc1	3	106	106	106	120	106	0.2	106
O=C(Nc1nnc(COc2ccc(F)cc2)s1)Nc1ccccc1F	-1	105	95	107	104	99	0.0	109
CCOc1cc(/C=N/NC(=O)CSc2nncn2C)ccc1OC(=O)c1ccc(Cl)cc1	1	97	90	88	96	99	-10	80
CCN1CCN(S(=O)(=O)c2ccc(Cl)c(C(=O)N(C)Cc3ccc(F)cc3)c2)CC1	-3	102	90	102	97	97	0.0	99
CCOC(=O)c1c(NC(=O)c2ccc(N3C(=O)[C@@H]4[C@H](C3=O)[C@H]3C=C[C@@H]4C3)cc2)sc2c1CCCC2	-1	96	101	95	87	100	0.3	90
Cc1ccc(-c2nnc(-c3ccncc3)n2-c2ccc(C)cc2)cc1	1	116	99	97	95	101	0.0	83
O=C(NCc1cccnc1)/C(=N\O)c1ccccc1	-1	96	99	100	86	101	-0.1	102
CN1CCN(S(=O)(=O)c2cccc(C(=O)Nc3sccc3C#N)c2)CC1	4	96	96	100	101	95	0.1	110
CC(C)(C)NC(=O)NC(=O)COC(=O)Cc1ccc(Cl)cc1Cl	-1	91	97	103	98	98	0.1	108
O=C(O)C1=C[C@@H](c2coc3ccccc3c2=O)C[C@@H](OCc2ccc(CO)cc2)O1	-2	91	89	86	108	95	0.1	104
CCCCC(=O)NC(=S)Nc1cccc(NC(=O)c2ccccc2)c1	14	103	103	97	100	99	0.3	99
Cc1cc2ncn(/N=C/c3ccc([N+](=O)[O-])s3)c2cc1C	12	65	99	55	113	90	0.1	99
O=C(CN1CCN(c2ccccn2)CC1)NCCc1ccccc1	0	105	105	109	103	102	0.0	101
